HepG2 viability: kills HepG2 cells in TGF-b inhibitor counter-screen. HepG2 CAGA-GFP viability, ATP luminescence, 18 h. Potency, µM (titrated, usually from 46.1 µM), for the others: top-dose activity change, negative = cytotoxicity, usual class: cytotoxic. 410,000 compounds, 0.76% hits. AID 588856; also: potency is read from the fitted curve at half-maximal effect; some results filed as inactive show a strong effect at the top dose
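HepG2 CAGA-GFP cells (1000/well, DMEM with 1% FBS) received compound, then TGF-beta at 500 pg/mL final, and were incubated 18 hours at 37 degrees C. Viability was read by CellTiter-Glo luminescence. Media-only wells were set as complete cell-killing and DMSO as no toxicity.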
MmCpn inh: blocks the Methanococcus maripaludis chaperonin Mm-Cpn; purified Mm-Cpn ATPase, ADP Transcreener TR-FRET; Potency, µM (doses to about 76.9 µM), inactives show at the top dose activity, negative = inhibition, most hits filed as inhibitors; 330,000 compounds, 0.031% hits; AID 504842; also: potency is read from the fitted curve at half-maximal effect; % is scaled to controls: 0 for no effect and ±100 for the full control effect; nearly all actives have a fitted effect of over 80% in size
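Eu-cryptate anti-ADP/ADP-d2 competition gives a ratio inversely related to ADP. Enzyme at 25 nM was pre-exposed to compound for 10 min, then given 10 uM ATP for 30 min, 37°C throughout.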
Nrf2 ARE act: Nrf2 pathway activation; AREc32 ARE-luciferase reporter (MCF7-derived line), luminescence, 24 h; Potency, µM (titrated, usually from 46.1 µM), inactives show top-dose activation, usual class: activators; 410,000 compounds, 0.31% hits; also: potency is read from the fitted curve at half-maximal effect; % of control where 0% means no effect; nearly all actives have a fitted effect of over 65% in size
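Reporter line AREc32 (ARE-Fluc), seeded overnight in OPTI-MEM with 5% FBS; compound pin-transferred, 24 hr at 37 deg C, 5% CO2; luminescent read-out.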
Abeta rescue: A-beta toxicity reversal in yeast; yeast expressing A-beta42, growth rescue, OD600, 48 h; response scale: 0% DMSO, 100% iron-clioquinol control; Potency, µM (top dose mostly 46.1 µM), without a hit: at the top dose growth rescue, hits mostly activators; 410,000 compounds, 0.063% hits; AID 1347071; also: potency is read from the fitted curve at half-maximal effect; nearly all actives have a fitted effect of over 55% in size
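Yeast growth medium received pinned compounds, then yeast cells expressing toxic A-beta were added; plates incubated at 30 C for 48 hr. Growth read as absorbance at 600 nm, normalized to DMSO and equimolar FeCl3 plus clioquinol controls.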
A549 tox: kills or reduces viability of A549 cells in Nrf2 counter-screen; A549 ARE-Fluc cells, CellTiter-Fluor viability, 18-24 h; Potency, µM (doses to about 46 µM), without a hit: top-dose activity change, negative = cytotoxicity, most hits filed as inhibitors; 390,000 compounds, 0.16% hits; also: potency is read from the fitted curve at half-maximal effect; % is scaled to controls: 0 for no effect and ±100 for the full control effect
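Cytotoxicity counterscreen: CellTiter-Fluor fluorescence was measured in A549 ARE_Fluc cells after 18-24 h of compound exposure in a concentration series. The subsequent BugLite luminescent read reports ARE-luciferase activity.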
Akt phos inh: blocks phosphorylation of Akt | Neuro2A IGF-stimulated pAkt S473 HTRF, 20 min; active compounds read low | 360,000 compounds, 0.32% hits | AID 651550 | activity change, % for hits at 50 µM; in the data active = activity change below about -80%; inconclusive = mostly about -51% to -80%; also: % is scaled to controls: 0 for no effect and ±100 for the full control effect
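Single-point screen (50 µM final compound) in Neuro2A cells stimulated 20 min with 6 nM IGF at 37 deg C. After lysis, Ser473-phosphorylated Akt read by HTRF (ex 330 nm, em 615/665 nm) as the 665/615 ratio.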
Nrf2 inh: Nrf2 pathway inhibition; A549 ARE-Fluc reporter, luciferase luminescence, 18-24 h; 360,000 compounds, 2.1% hits; AID 504444; Potency, µM (highest dose often 46 µM), inactives show at the top dose activity change, negative = inhibition, most hits filed as inhibitors; also: potency is read from the fitted curve at half-maximal effect; % is scaled to controls: 0 for no effect and ±100 for the full control effect; nearly all actives have a fitted effect of over 60% in size
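Concentration-response testing used A549 ARE_Fluc cells at 5000 cells/well. Following an 18-24 h compound incubation, viability was read by fluorescence (Ex 405/Em 525) and luciferase output by luminescence.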
TGFb SMAD3 inh: blocks TGF-b signaling; HepG2 CAGA-GFP TGF-b/SMAD3 reporter, GFP fluorescence, 18 h; TGF-beta stimulated, 500 pg/mL final; Potency, µM (highest dose often 46.1 µM), for the others: at the highest dose activity, negative = inhibition, hits mostly inhibitors; 410,000 compounds, 1.2% hits; AID 588855; also: potency is read from the fitted curve at half-maximal effect; % is scaled to controls: 0 for no effect and ±100 for the full control effect; nearly all actives have a fitted effect of over 65% in size
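Inhibition of TGF-beta-driven CAGA-GFP reporter expression in HEPG2 cells is measured by cellular GFP fluorescence after 18 h stimulation with 500 pg/mL recombinant TGF-beta in 1% FBS medium at 37 degrees C.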
CCT modulator: cytosolic chaperonin activity modulation; activity change, % (concentration not given with the values), hits read low; 360,000 compounds, 0.3% hits; purified chaperonin ATPase assay, HTRF ADP detection, 30 min; in the data active = activity change below about -30%; also: % is scaled to controls: 0 for no effect and ±100 for the full control effect
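TRiC at 40 or 20 nM final (batch-dependent) in 30 mM Tris pH 7.4, 100 mM KCl, 5 mM MgCl2, 1 mM DTT, with compound at single 76 uM and 10 uM ATP, 30 min at 37 deg C. ADP detected by HTRF Transcreener, 665/615 ratio.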
* hit, by the source's call; i = inactive; u = inconclusive; x = no result given; & = joins results of further samples; [ ] = another dose, or the depositor's remark. Unless noted, calls follow the shape of the dose curve; as a rule, active = well fitted curve in the direction sought with a large enough effect; inconclusive = small, poorly fitted or top-dose-only effect, or another doubt; inactive = no such curve, though single readings can be large; an effect the other way counts as inactive or inconclusive.

SMILES	HepG2 viability	MmCpn inh	Nrf2 ARE act	Abeta rescue	A549 tox	Akt phos inh	Nrf2 inh	TGFb SMAD3 inh	CCT modulator
Cc1cc(C)n(CC(=O)Nc2ccc3c(c2)OCO3)c(=O)c1C#N	11.6%	1.8%	0.6%	-11.7%	-3.0%	i	5.4%	-12.8%	0.1
COc1ccc(C(=O)/C(C#N)=N/Nc2ccc([N+](=O)[O-])cc2)cc1	-56.5%	0.0%	-1.0%	-6.9%	u	i	2.59µM*	u	-3.5
O=C(N/C(=C/c1cn(-c2ccccc2)nc1-c1ccccc1)C(=O)N1CCOCC1)c1ccc(Cl)cc1Cl	-12.4%	-3.3%	2.7%	-8.5%	0.1%	i	6.3%	-10.6%	1.5
C=CCn1c(SCc2cc(=O)n3ccsc3n2)nc2sc(C)c(C)c2c1=O	-2.1%	-2.4%	0.1%	-15.1%	-1.3%	i	7.4%	2.9%	-0.2
CN(C)C(=O)c1ccc(NC(=O)c2ccccc2SCC(=O)N2CCCC2)cc1	-3.1%	-2.1%	-0.4%	4.1%	-6.1%	i	7.2%	0.0%	1.2
C=C[C@@H]1c2cc(C)ccc2N(S(=O)(=O)c2ccc(C)cc2)[C@H](c2ccccc2)C1(C#N)S(=O)(=O)c1ccccc1 (stereo partly specified)	-46.9%&26.0%	-1.3%	-0.8%	-0.2%	3.7%	i	-10.2%	5.4%&15.4%	0.1
CCOc1ccccc1C(=O)Nc1nnc(C(C)C)s1	-3.2%	0.0%	4.3%	2.5%	-5.3%	i	0.5%	-1.9%	2.1
O=C(OCc1nnc(-c2ccccc2)o1)c1cn(-c2ccccc2)nc1-c1ccccc1	1.9%	-6.8%	3.1%	3.0%	0.2%	i	x	-13.4%	0.4
CS/C(=N\NC(N)=O)c1ccccc1	6.0%	-0.6%	0.1%	-7.3%	-4.8%	i	6.2%	u	2.1
CN1C(=O)C(C)(C)c2cc(S(=O)(=O)N3CCC(C(=O)NCc4ccc(Cl)cc4)CC3)ccc21	1.1%	0.1%	-0.3%	-12.5%	6.5%	i	u	-6.7%	-2.5
O=C(c1cc(-c2ccccc2O)on1)N1CCCCCC1	-9.2%	1.4%	3.7%	-4.0%	-1.5%	i	5.3%	-0.8%	0.6
CCOC(=O)c1ccccc1NC(=O)CSc1nc2cn(CC)nc2c(=O)n1Cc1ccc(Cl)cc1	-37.2%	x	-0.7%	3.2%	u	x	u	0.0%	x
Cc1c(C(=O)NCc2ccc(C(F)(F)F)cc2)sc(=O)n1Cc1cccc(F)c1	-33.6%	x	0.0%	28.9%	x	i	x	u	-1.4
Cc1ccc(C(C(=O)NCC2CCCO2)N(C(=O)c2snc(C(N)=O)c2N)c2ccc(C)c(C)c2)o1 (stereo unspecified)	-0.4%	1.0%	4.7%	-0.7%	-14.0%	i	u	15.8%	-0.3
Cc1ccc(NC(=O)c2ncoc2-c2ccco2)cc1Cl	0.0%	x	u	-18.5%	17.4%	x	x	-8.2%	x
COc1cc(/C=C2\SC(=O)N(Cc3ccc(F)cc3)C2=O)cc([N+](=O)[O-])c1O	-24.5%	-2.8%	-0.4%[9.22 µM]	2.1%	u	i	u	u	0.4
Cc1cc(C)cc(NC(=O)C/C(N)=N/O)c1	-10.3%	-5.1%	0.2%	14.7%	18.6%	i	9.7%	-6.3%	-2.9
CCOC(=O)c1c(C)n(C)c2ccc(OC)c(NC(=O)CN3CCC(C(=O)OCC)CC3)c12	-24.0%	1.4%	0.6%	14.7%	13.7%	i	14.2%	-15.6%	1.9
C=C1C(=O)O[C@@]23[C@H]1CC[C@@H](C)[C@@H]2CC[C@@]1(C)O[C@@H]31	4.9%	-0.1%	-2.9%	1.0%	u	i	14.6µM*	u	0.8
Cc1cccc(C2N(c3nccs3)C(=O)C3CCCN32)c1 (stereo unspecified)	5.5%	-0.9%	0.5%	4.5%	-2.7%	i	8.8%	0.8%	-0.8
O=C(Nc1ccc2nc(-c3ccccn3)c(-c3ccccn3)nc2c1)N1CCOCC1	-34.0%	-5.2%	-0.4%	12.9%	0.5%	i	-1.7%	u	-0.5
Cc1cccc(/C=N/c2sc3c(c2C#N)CCN(Cc2ccccc2)C3)c1O	-2.0%	0.0%	-0.2%	-9.3%	4.1%	i	u	-4.7%	-0.4
CCOc1cccc(C(=O)Nc2cc(C)c(O)c(-c3nc4ncccc4o3)c2)c1	-5.8%	x	3.9%	-6.0%	-0.7%	x	20.5%	0.9%	x
CCOC(=O)c1nnn(CC(=O)Nc2cc(C)cc(C)c2)c1C(=O)OCC	-26.9%	x	-0.1%	7.2%	5.5%	x	8.7%[9.27 µM]	u	x
O=S(=O)(Nc1ccccc1Cl)c1ccc(F)cc1	-42.5%	1.1%	-1.0%	-1.3%	1.3%	i	u	2.5%	2.0
SMILES	HepG2 viability	MmCpn inh	Nrf2 ARE act	Abeta rescue	A549 tox	Akt phos inh	Nrf2 inh	TGFb SMAD3 inh	CCT modulator
COC(=O)c1ccccc1NC(=O)c1cnn(-c2ccc(F)cc2)c1-n1cccc1	-21.3%	x	8.7%	-28.9%	0.3%	x	29.2%	u	x
O=C(c1cccc([N+](=O)[O-])c1)c1ccc2c(c1)OCCOCCOCCOCCO2	7.1%	0.2%	-0.1%	-7.6%	0.2%	i	2.9%	-1.4%	-1.8
CCn1c(CCn2c3ccccc3c3ccccc32)n[nH]c1=S	-19.2%	0.3%	-0.3%	-1.9%	14.6%	i	-12.9%	-23.4%	-2.0
CN(C)C(CNC(=O)CSc1nnc(-c2ccco2)o1)c1ccccc1 (stereo unspecified)	3.2%	-6.5%	-0.3%	9.0%	4.3%	i	1.1%	u	-0.2
O=C(c1cc2nc(-c3ccco3)cc(C(F)(F)F)n2n1)N1CCCc2ccccc21	0.7%	2.3%	18.7%	-8.0%	10.6%	i	u	12.0%	-4.4
CCOc1ccc(C(=O)C(C)OC(=O)c2cnc(C)cn2)cc1 (stereo unspecified)	3.0%	-1.2%	-0.3%	-4.6%	1.8%	i	14.1%	-1.3%	-0.7
CC1CN(CC(=O)NCc2ccccc2)CC(C)O1 (stereo unspecified)	1.2%	-3.7%	-0.2%	-0.7%	0.5%	i	-1.4%	-6.1%	1.1
COc1ccc(OCC(=O)Nc2ccc3c(c2)nc(CCNC(C)=O)n3C)cc1	-9.9%	-0.4%	0.0%	3.0%	-2.1%	i	-12.9%	-3.6%	-2.3
CC(=O)N(C)c1ccc(N=Nc2c(C)[nH]n(C(N)=S)c2=O)cc1	-4.1%	0.4%	-0.2%	-12.2%	-18.2%	i	u	-16.7%	0.1
CCCS(=O)(=O)c1ncc(Cl)c(C(=O)Nc2scc(-c3ccccc3)c2C(=O)OCC)n1	11.2µM*	x	17.1%	-16.8%	u	x	-19.1%	u	x
O=C1NC(Cc2ccc(O)cc2)c2nc3ccc(F)cc3c(=O)n2-c2ncccc21 (stereo unspecified)	-16.3%	x	0.4%	5.0%	x	i	x	-2.1%	0.8
O=C(NCc1ccccc1)OC1CC2CC1[C@H]1CCCCN1C2=O (stereo partly specified)	x	x	-0.2%	-16.1%	x	i	x	x	-1.2
COc1ccc(-n2c(=S)[nH]c3cc(C(=O)O)ccc3c2=O)cc1	-7.4%	-0.7%	-1.0%	6.5%	-6.5%	i	u	3.0%	1.0
CC(C)=C[C@H]1C[C@H](C)[C@H]2CC[C@H](C)c3c(O[C@@H]4OC[C@@H](O)[C@H](O)C4O)c(O)c(C)c1c32 (stereo partly specified)	22.4µM*	-0.2%	-2.0%	-80.2%[inhibitor]	-10.9%	i	-16.0%	u	0.8
O=C(COC(=O)Cc1cn2ccsc2n1)Nc1nc2ccccc2s1	-9.0%	0.6%	4.1%	-3.3%	-1.1%	i	19.7%	2.7%	1.1
Cc1cn(-c2cc(C(=O)Nc3ccc(C)c(NC(=O)C(=O)c4c[nH]c5ccccc45)c3)cc(C(F)(F)F)c2)cn1	-51.5%&1.0%	-1.6%	-1.0%&0.7%	9.9%&2.4%	-2.2%	i	-15.8%	u	-1.9&1.4
CCCc1cc(C(=O)NCCc2ccc(OC)c(OC)c2)no1	-14.5%	0.7%	2.5%	-4.2%	-0.5%	i	11.0%	4.3%	-1.0
COc1ccc(C[C@H]2c3cc(O)c(OC)cc3CC[N+]2(C)[O-])cc1O (stereo partly specified)	-3.5%	-4.1%	3.9%	-2.3%	-1.7%	i	5.2%	u	2.6
C[C@H]1CN=C(N(C)C)N1CCc1ccccc1	9.7%	-1.3%	-1.9%	4.5%	-1.0%	i	1.6%	5.0%	-1.1
COc1ccc(NC(=O)[C@@H]2CCCN2S(=O)(=O)c2cccc3cccnc23)cc1	-10.9%	-0.4%	-0.1%	2.5%	-2.0%	i	9.7%	-6.2%	-2.8
CC(CNC(=O)C1CCN(C(=O)N2CCOc3ccc(Cl)cc32)CC1)c1ccccc1 (stereo unspecified)	-31.4%	x	4.1%	18.4%	-25.1%	x	u	u	x
CCCNC(=O)C1(C)CCN(Cc2ccc(OC)c3ccccc23)C1 (stereo unspecified)	-12.4%	x	0.0%[9.22 µM]	-1.0%	x	i	x	33.7%	-2.6
CC(OC(=O)Cc1n[nH]c(=O)c2ccccc12)C(=O)Nc1ccc(S(N)(=O)=O)cc1 (stereo unspecified)	-0.9%	-1.5%	-0.1%	-1.4%	1.2%	i	-6.5%	-4.8%	-0.2
CCOC(=O)C1=NNC2(c3ccc(C)cc3)C(=O)N(c3ccc(Cl)cc3)C(=O)C12 (stereo unspecified)	4.3%	-0.8%	-0.7%	16.9%	-0.2%	i	2.8%	16.8%	-2.4

Screens from PubChem.
